mcGAS inh = inhibitors of mouse cGAS. recombinant cGAS, Kinase-Glo ATP depletion luminescence. inhibition, % at 12.5 µM. actives 0.15% (n = 160,000);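 further: 0% = negative control wells and 100% = reference inhibitor with no enzyme activity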
NPYLR7 ag = activates Aedes aegypti NPYLR7 receptor; activation, % at 10 µM; actives 0.15% (n = 270,000); HEK293T NPYLR7/Galpha15, GCaMP6s calcium fluorescence; in the data active means activation above about 40%;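 further: 0% = vehicle and 100% = reference agonist at the receptor; some compounds past the cut are filed as inactive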
hcGAS inh = human cGAS inhibition; Q8N884; recombinant h-cGAS, ATP depletion, Kinase-Glo luminescence; inhibition, % at 12.5 µM; actives 0.081% (n = 290,000);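 further: 0% = vehicle reaction and 100% = reaction without DNA for no activity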
Target sequence (Q8N884 whole entry, looked up): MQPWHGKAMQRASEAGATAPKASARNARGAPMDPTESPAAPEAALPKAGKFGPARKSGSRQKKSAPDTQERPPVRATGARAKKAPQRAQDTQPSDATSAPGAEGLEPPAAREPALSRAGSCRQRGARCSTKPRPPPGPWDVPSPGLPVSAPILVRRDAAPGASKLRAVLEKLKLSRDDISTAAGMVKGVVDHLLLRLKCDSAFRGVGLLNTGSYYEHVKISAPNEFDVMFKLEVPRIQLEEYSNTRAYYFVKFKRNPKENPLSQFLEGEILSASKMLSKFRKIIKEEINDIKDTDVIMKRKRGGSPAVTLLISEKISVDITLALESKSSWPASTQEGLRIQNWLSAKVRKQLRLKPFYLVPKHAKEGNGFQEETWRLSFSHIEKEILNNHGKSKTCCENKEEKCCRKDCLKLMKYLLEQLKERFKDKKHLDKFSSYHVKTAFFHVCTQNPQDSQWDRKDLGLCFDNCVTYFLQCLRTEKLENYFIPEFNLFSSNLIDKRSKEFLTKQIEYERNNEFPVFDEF
Active calls of the source: *; x = not tested or not shown; & = joins results of further samples. Unless noted, no stated cut-off is given here; in the data, active means inhibition above about 40%; inactive means the rest.

1	COc1cc(C=CC(=O)c2ccc3c(c2)OCCO3)cc(Br)c1O
2	O=S(=O)(NCCOc1ccc(-c2ccccc2)nn1)c1ccc2ccccc2c1
3	Cc1ccc(Nc2cc(C)nc(N3CCN(C(=O)c4cc(C)cc(C)c4)CC3)n2)cc1
4	COC(=O)c1c(C)[nH]c(C(=O)C(C)OC(=O)c2occc2C)c1C (stereo unspecified)
5	COc1ccc(NS(=O)(=O)c2cc(Cl)cc(Cl)c2)c(C(=O)NCc2ccccc2)c1
6	CCC(C)N(Cc1cc(NC(=O)c2cccc(F)c2)ccc1N(C)C)C(=O)c1ccco1 (stereo unspecified)

compound no.	1	2	3	4	5	6
mcGAS inh	-6	-8	x	-8	-6	-4
NPYLR7 ag	145*	-9	10	12	-3	x
hcGAS inh	-10	-6	-6	-16	-5	-5

7	COc1ccccc1N1CCN(C(=O)c2cc(C)n3nc(-c4ccccc4)cc3n2)CC1
8	Cc1c(CNC(=O)CCS(C)(=O)=O)oc2ccccc12
9	COc1cc(-c2nc3ccc(Br)cn3c2NC2CCCCC2)ccc1OC(=O)c1ccc(Br)cc1
10	CC=Cc1ccc(OCC(=O)Nc2sc3c(c2C#N)CCC3)c(OC)c1
11	c1ccc(-c2nnc(CSc3nnc(-c4cccnc4)n3C3CC3)o2)cc1
12	CC1Oc2ccccc2N(Cc2cccc(F)c2)C1=O (stereo unspecified)

compound no.	7	8	9	10	11	12
mcGAS inh	-9	x	-8	x	x	x
NPYLR7 ag	13	-12&0	15	1	-1	-6
hcGAS inh	-9	-2&1	-8	-2	-7	3

13	Cc1ccc(C(=O)NCCN2C(=O)SC(=Cc3cccc(Cl)c3Cl)C2=O)o1
14	CCCCCCNC(=O)c1csc(CSc2nnc(-c3ccco3)n2-c2cc(Cl)ccc2Cl)n1
15	O=C(NCc1ccccn1)C1COC2(CCN(C(=O)Cc3ccccc3)CC2)N1C(=O)c1ccc(F)cc1 (stereo unspecified)
16	CCOC(=O)c1nn(-c2ccccc2)c(=O)c2c(NC(=O)c3ccc(C)cc3)scc12
17	Cc1cc(S(=O)(=O)N2CCN(c3c(-c4ccccc4)cnc4ncnn34)CC2)c(C)cc1Cl
18	COc1cccc(Cc2nsc(N3CCC(CNC(=O)C(C)(C)CCl)CC3)n2)c1

compound no.	13	14	15	16	17	18
mcGAS inh	x	-4	-4	-4	-4	-6
NPYLR7 ag	-8	18	3	-4	19	-11
hcGAS inh	-4	-2	-3	2	1	-17

19	Cn1c2ccccc2n2c(-c3ccccc3)c(O)c(C#N)c12
20	CC(C)CCNC(=O)C1(C)CCN1Cc1ccc(-c2ccccn2)cc1 (stereo unspecified)
21	Cc1cc2ccccc2n1CC(=O)NCC(C)N1CC(C)OC(C)C1 (stereo unspecified)
22	CCOC(=O)CSC(C)c1nnc(-c2ccccc2)o1 (stereo unspecified)
23	CCSc1nc2sc3c(c2c(=O)n1CC1CCCO1)CCC3 (stereo unspecified)
24	N#Cc1c(N)n(-c2cccc(Br)c2)c2nc3ccccc3nc12

compound no.	19	20	21	22	23	24
mcGAS inh	x	x	x	x	x	x
NPYLR7 ag	-2	-1	3	8	1	1
hcGAS inh	-1	-12	-6	5	-8	-5

25	CC(C)(C)c1ccc(CC2CCN(C(=O)CCCl)CC2)cc1
26	COc1cc(-c2ccnc(N3CCN(C(=O)COCc4ccccc4)CC3)n2)cc(OC)c1OC
27	CC(Sc1nnc(-c2cccs2)o1)C(=O)NC1CCCCCC1 (stereo unspecified)
28	Cc1sc(-n2cccc2)c(C(=O)NCC(=O)NCc2ccco2)c1C
29	Cc1cc(C)c(C(=O)N2CCOC(CCCc3ccccc3)C2)c(=O)[nH]1 (stereo unspecified)
30	CN(Cc1nc(-c2ccoc2)no1)C1CCCN(c2cccnn2)C1 (stereo unspecified)

compound no.	25	26	27	28	29	30
mcGAS inh	-5	-3	x	-1	x	x
NPYLR7 ag	1	20	-8	-1	17	7
hcGAS inh	-6	0	-5	5	-3	-10

31	O=C(Nc1ccnn1Cc1ccc(Br)cc1)c1ccc(=O)[nH]c1
32	CC(C)(Cc1cccc(Cl)c1)C(=O)N1CCC2(C1)OCCO2
33	COC(=O)c1c(N2C(=O)CCC2=O)sc2c1CCCC2
34	O=C(NCc1nnc2n1CCC2)c1cccnc1Oc1ccccc1
35	O=c1[nH]c2ccc(S(=O)(=O)N3CCCC3)cc2[nH]c1=O
36	CC1CN(C)CCC1NS(=O)(=O)c1ccc(C2CCCCC2)cc1 (stereo unspecified)

compound no.	31	32	33	34	35	36
mcGAS inh	x	x	-3	-16	x	x
NPYLR7 ag	6	1	5	-1	2	9
hcGAS inh	-7	5	-3	-2	9	-13

37	CCCn1c(N)c(Br)c(=O)n(C)c1=O
38	O/N=C(\C=N\O)c1ccccc1
39	COc1ccc(N2CCN(C(=O)Cc3ccccc3)C(C)C2=O)c(OC)c1 (stereo unspecified)
40	CCOC(=O)N1CCN(C(=O)c2csc(CSc3nnc(-c4ccncc4)n3-c3ccccc3Cl)n2)CC1
41	O=C(Oc1cccc2cccnc12)c1cc(Cl)ccc1Cl
42	CC1(C)CC(=O)c2nc(-c3ccccc3)[nH]c2C1

compound no.	37	38	39	40	41	42
mcGAS inh	-4	x	-3	-5	-4	x
NPYLR7 ag	13	-1	10	-3	-11	-2
hcGAS inh	-1	-2	-5	-10	-6	-3

43	COc1ccc(C2CC(=O)C=C(Nc3ccccc3C)C2)cc1OC (stereo unspecified)
44	C=CCCC(O)CN(CCCOC)CC(=O)N(CCc1c[nH]c2ccccc12)Cc1ccc(C(C)(C)C)cc1 (stereo unspecified)
45	CC(=O)Oc1cccc2nsnc12
46	Cn1cnc(S(=O)(=O)N2CCCCC2c2cc(C(=O)Nc3cccc4c3CCCC4)no2)c1 (stereo unspecified)
47	CC(=O)Nc1ccc(S(=O)(=O)N2CCN(c3nc(-c4ccc(Cl)cc4)nc(C)c3Cc3ccccc3)CC2)cc1
48	CC(C)NCC(O)COC1CCC(C(C)(C)C)CC1 (stereo unspecified)

compound no.	43	44	45	46	47	48
mcGAS inh	x	-4	x	-5	-5	x
NPYLR7 ag	-4	2	5	4	20	6
hcGAS inh	-1	-12	5	-5	-4	-5

49	NC(=O)CO[C@@H]1CO[C@H]2[C@@H]1OC[C@@H]2NS(=O)(=O)c1cccs1
50	Cc1cc(C)cc(-n2c(SCC(=O)N3CCOCC3)nc3c([nH]c4ccccc43)c2=O)c1
51	Cc1cccc(-n2nc3c(c2NC(=O)c2ccc(C)c(C)c2)CSC3)c1
52	CC(C)[C@@H]1CN(c2cc(N)nc(N3CCOCC3)n2)C[C@H]1N(C)C
53	CCc1ccc(NC(=O)CSc2nc(N)c(NC(=O)c3ccc(F)c(F)c3)c(=O)[nH]2)cc1
54	O=S(=O)(c1cccc(C(F)(F)F)c1)N1CC(c2ccncc2)C1

compound no.	49	50	51	52	53	54
mcGAS inh	-8	0	-10	-6	-7	x
NPYLR7 ag	-4	1	0	x	-1	0
hcGAS inh	-6	12	-2	-14	-6	-1

55	COc1ccc(NC(=O)N2CCCCC2CCN2CCOCC2)c(C)c1 (stereo unspecified)
56	Cc1ccc(Nc2nnc(-c3cc4c(ccc5ccccc54)oc3=O)s2)cc1
57	O=C(Nc1nc2c(s1)COCC2)N1CCCC(c2ncc[nH]2)C1 (stereo unspecified)
58	CN(c1ccccc1)S(=O)(=O)c1cccc(NS(=O)(=O)c2cc(Cl)ccc2Cl)c1
59	c1ccc(-n2ncc3c(NCCCN4CCOCC4)ncnc32)cc1
60	Oc1cccc(-c2nnco2)c1

compound no.	55	56	57	58	59	60
mcGAS inh	x	-4	x	x	-5	x
NPYLR7 ag	10	-4	1	-10	-1	8
hcGAS inh	-5	-1	-10	-1	10	-6

61	CCC(C)NC(=O)C1CSCN1C(=O)CSc1ccc2c(c1)CCC2 (stereo unspecified)
62	COCCNC(=O)c1ccc(Cn2c(=O)n(-c3ccc(C)c(C)c3)c(=O)c3ccccc32)cc1
63	Cc1cccc(C(O)c2nnc(Nc3cccc(C(F)(F)F)c3)s2)c1 (stereo unspecified)
64	CCCC(=O)NC(N(C)Cc1ccccc1)C(Cl)(Cl)Cl (stereo unspecified)
65	CC(C)CCCC(C)C1CCC2C3CC(=O)[C@H]4C[C@@H](O)CC[C@]4(C)C3CC[C@]12C (stereo partly specified)
66	CC(C)C(C)NC(=O)C1CCN(c2nc3ccccc3s2)CC1 (stereo unspecified)

compound no.	61	62	63	64	65	66
mcGAS inh	x	2	-7	x	x	x
NPYLR7 ag	16	-7	0	-12	-7	5
hcGAS inh	1	-3	-3	1	-4	-7

An excerpt from above in order of SMILES length, low to high:
66	CC(C)C(C)NC(=O)C1CCN(c2nc3ccccc3s2)CC1 (stereo unspecified)
63	Cc1cccc(C(O)c2nnc(Nc3cccc(C(F)(F)F)c3)s2)c1 (stereo unspecified)
65	CC(C)CCCC(C)C1CCC2C3CC(=O)[C@H]4C[C@@H](O)CC[C@]4(C)C3CC[C@]12C (stereo partly specified)

compound no.	66	63	65
mcGAS inh	x	-7	x
NPYLR7 ag	5	0	-7
hcGAS inh	-7	-3	-4

Single records, from the list above.
Record of N#Cc1c(N)n(-c2cccc(Br)c2)c2nc3ccccc3nc12 : mcGAS inh: x; NPYLR7 ag: 1; hcGAS inh: -5
Record of Cc1ccc(Nc2cc(C)nc(N3CCN(C(=O)c4cc(C)cc(C)c4)CC3)n2)cc1 : mcGAS inh: x; NPYLR7 ag: 10; hcGAS inh: -6

(next part)
67	CSc1nnc(C)c(=O)n1COC(=O)COc1ccc(F)cc1
68	C=CCOC(CN1CCN(C(=O)C(=O)OC)CC1)c1cccc(OC)c1 (stereo unspecified)
69	COC1CCC(C(=O)N2CCC(S(=O)(=O)c3ccccc3)CC2)CC1 (stereo unspecified)
70	CC(=O)Nc1ccc(/C=N\NC(=O)C(NC(=O)c2ccccc2)c2n[nH]c(=O)c3ccccc23)cc1 (stereo unspecified)
71	COc1cc(/C=C2/C(=O)N(c3cccc(Br)c3)N=C2C)cc(OC)c1O
72	CCOc1ccc(NC(=O)N2CCCN(c3nc(Cc4ccc(F)cc4)ns3)CC2)cc1

compound no.	67	68	69	70	71	72
mcGAS inh	-6	-5	x	-2	-1	0
NPYLR7 ag	-4	x	0	-6	-1	-10
hcGAS inh	-7	-5	0	-2	-11	1

73	Cc1sc2ncnc(N/N=C\c3ccccc3)c2c1C
74	CN(Cc1nc2ccccc2o1)C(=O)C1CCC(=O)N(CCN2CCOCC2)C1 (stereo unspecified)
75	CN(Cc1ccc(Cl)cc1Cl)C(=O)CNC(=O)Nc1ccccc1
76	O=[N+]([O-])c1ccc2c(c1)N=C(NNc1ccccn1)CO2
77	CCOC(=O)c1c(C)[nH]c(C(=O)C(C)OC(=O)c2ccccn2)c1C (stereo unspecified)
78	Cc1nn(C)c(C)c1C(=O)NCc1cccnc1N(C)CCc1ccccn1

compound no.	73	74	75	76	77	78
mcGAS inh	-3	-7	x	x	x	-11
NPYLR7 ag	9	3	-2	1	4	x
hcGAS inh	-4	2	-9	-5	-7	-7

79	COc1ccccc1C(=O)NNC(=O)c1cc2cc(Cl)ccc2oc1=O
80	COC(=O)CCNc1cccc2c1C(=O)c1ccccc1C2=O
81	CCOc1ccc(C2=NCC(CSc3n[nH]c(N)n3)S2)cc1 (stereo unspecified)
82	O=C(Cc1cccc2ccccc12)NNC(=O)c1nn(Cc2ccccc2)c(=O)c2ccccc12
83	COCCNc1nccc2[nH]c(-c3cccc(OC(F)(F)F)c3)nc12

compound no.	79	80	81	82	83
mcGAS inh	x	-7	x	x	-9
NPYLR7 ag	5	-6	5	17	-2
hcGAS inh	-5	-21	-7	-5	-4
